CAL PDZ FP-1: inhibitors of human CAL PDZ peptide binding; 300,000 compounds, 0.92% hits; purified CAL PDZ, TMR-peptide fluorescence polarization, 1 h; Q9HD26; inhibition, % at 24.9 µM; AID 602252;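 active = mean inhibition of at least 30% with at least half of replicates also reaching 30%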;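 note: 0% = DMSO neutral control and 100% = excess unlabeled competitor peptide PRC23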
dFosB activator: enhances mouse delta FosB homodimer DNA binding. purified delta FosB, TAMRA-CDK5 oligo fluorescence polarization; percent of positive-control signal above neutral wells. activation, % at 25 µM. 340,000 compounds, 0.99% hits. AID 493131;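 active = mean activation above about 17%, with every replicate also reaching it, limit read from the data, passing the limit was not always enough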;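 note: fluorescence polarization rise as delta FosB binds a TAMRA Cdk5 AP-1 oligo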
SR-BI DiI inh: blocks mouse SR-BI lipid uptake from DiI-HDL; Q61009; ldlA[mSR-BI] CHO cells, DiI-HDL uptake fluorescence, 3 h; AID 488896; inhibition, % at 12.5 µM; 320,000 compounds, 0.96% hits;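 active = mean replicate inhibition of at least 70% and a set share of replicates each scoring 70 or more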;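 note: 0% = median of neutral control wells and 100% = median of positive control wells; values of inactives mirror those of a sister screen read the other way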
Target sequence (Q61009 whole entry, looked up): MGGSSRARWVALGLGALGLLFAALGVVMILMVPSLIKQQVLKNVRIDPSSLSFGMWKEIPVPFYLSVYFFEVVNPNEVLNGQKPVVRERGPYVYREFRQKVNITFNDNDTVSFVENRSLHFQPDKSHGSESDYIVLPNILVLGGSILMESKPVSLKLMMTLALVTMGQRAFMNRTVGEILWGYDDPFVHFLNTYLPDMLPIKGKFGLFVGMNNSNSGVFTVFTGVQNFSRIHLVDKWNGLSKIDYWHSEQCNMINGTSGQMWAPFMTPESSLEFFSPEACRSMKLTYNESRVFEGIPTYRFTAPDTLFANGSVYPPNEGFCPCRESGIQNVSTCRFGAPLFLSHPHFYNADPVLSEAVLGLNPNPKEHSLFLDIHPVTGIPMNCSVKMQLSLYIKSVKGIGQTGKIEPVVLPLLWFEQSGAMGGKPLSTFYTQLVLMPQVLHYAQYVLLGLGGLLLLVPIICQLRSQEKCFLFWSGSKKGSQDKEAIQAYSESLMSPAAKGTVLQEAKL
Rtt109 HAT inh: blocks Candida albicans Rtt109/Vps75 acetyltransferase activity; Q5AAJ8; purified Rtt109/Vps75, ThioGlo CoA-SH fluorescence, 4 h; inhibition, % at 34.9 µM; 330,000 compounds, 0.16% hits; AID 540336;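 active = inhibition of at least 50% in every replicate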
Target sequence (Q5AAJ8 whole entry, looked up): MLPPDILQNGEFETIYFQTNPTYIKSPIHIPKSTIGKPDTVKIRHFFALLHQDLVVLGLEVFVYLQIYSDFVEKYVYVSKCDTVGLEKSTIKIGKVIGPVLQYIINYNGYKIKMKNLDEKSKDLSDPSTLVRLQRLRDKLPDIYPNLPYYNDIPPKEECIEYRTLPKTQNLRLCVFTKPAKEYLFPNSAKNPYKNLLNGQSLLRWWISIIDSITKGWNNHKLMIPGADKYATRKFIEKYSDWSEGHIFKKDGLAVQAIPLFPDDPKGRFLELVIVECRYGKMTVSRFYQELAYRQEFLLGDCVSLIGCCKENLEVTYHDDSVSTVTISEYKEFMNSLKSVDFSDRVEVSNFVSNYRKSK
CAL PDZ FP-2: human CAL PDZ-peptide interaction inhibition; Q9HD26; purified CAL PDZ, TMR-peptide fluorescence polarization, 1 h; inhibition, % at 20 µM; 330,000 compounds, 0.02% hits; AID 504414;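 active = highest replicate inhibition of at least 40%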;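 note: plate controls were DMSO neutral control wells for no effect and unlabeled competitor peptide control wells for full effect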
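System: tagged CAL PDZ domain. Schedule: 1 h room-temperature incubation prior to read. Signal: fluorescence polarization (mP). Measure: percent inhibition from loss of millipolarization.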
SR-BI uptake up: enhances SR-BI lipid uptake from DiI-HDL. CHO ldlA[mSR-BI] cells, DiI-HDL uptake fluorescence, 3 h; 100 = double the neutral-control signal. AID 504775. activation, % at 12.5 µM. 320,000 compounds, 0.096% hits;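 active = mean replicate activation of at least 60% and every replicate at or above 60%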;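 note: 0% = median plate neutral-control signal and 100% = twice that signal; values of inactives mirror those of a sister screen read the other way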
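Test system: SR-BI-overexpressing, LDLR-lacking CHO cells. Measured by: DiI fluorescence, bottom read. Medium: Ham's F12 with 0.5% BSA, HEPES 25 mM, pH 7.4. Timing: 3 h uptake period with compound, 37 °C.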
PvdQ inh: P. aeruginosa PvdQ acylase inhibition. AID 488965. purified PvdQ acylase, fluorescence plate reader. 340,000 compounds, 0.063% hits. inhibition, % at 10 µM; in the data active = inhibition above about 30%, passing the limit was not always enough;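 note: 0% = vehicle neutral wells and 100% = reference inhibitor wells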
PfHsp90 yeast 2: growth inhibition of yeast expressing Plasmodium Hsp90 | S. cerevisiae expressing PfHsp90, BacTiter-Glo ATP, 48 h; yeast lacking PDR1 and PDR3 efflux regulators | inhibition, % at 9.4 µM | 310,000 compounds, 0.32% hits | AID 504621;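 active = every replicate shows inhibition above about 80%, whatever the replicate mean, limit read from the data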;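 note: 0% = DMSO neutral controls and 100% = 20 µM radicicol positive controls; yeast relying on Plasmodium falciparum Hsp90 in place of its own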
NSD2 HMT inh: NSD2 (human) methyltransferase inhibition | O96028 | NSD2 peptide methylation, AlphaScreen, 120 min | inhibition, % at 12.5 µM | 310,000 compounds, 0.54% hits; in the data active = inhibition above about 50%
MITF act: activators of MITF-driven TRPM1 promoter activity in SK-MEL-5 cells | SK-MEL-5 TRPM1-promoter luciferase, 24 h; % of positive control, neutral wells = 0 | activation, % at 12.5 µM | 300,000 compounds, 0.75% hits | AID 588334;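 active = mean activation of at least 80% with every replicate also reaching 80%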;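 note: 0% = neutral control wells and 100% = parthenolide positive control wells; values of inactives mirror those of a sister screen read the other way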
Numbers without * were called inactive; x = no result given.

A first look (two entries):
smiles	CAL PDZ FP-1	dFosB activator	SR-BI DiI inh	Rtt109 HAT inh	CAL PDZ FP-2	SR-BI uptake up	PvdQ inh	PfHsp90 yeast 2	NSD2 HMT inh	MITF act
COC(=O)/C(C#N)=C(/Nc1ccc(F)c(Cl)c1)C(F)(F)F	0.4	3.9	-4.6	-5.0	1.2	4.6	-7.0	5.1	-3.5	x
O=C(O)c1ccn2c(C(=O)c3ccccc3)c(-c3ccccc3)cc2c1	-1.0	-4.2	65.3	-0.8	1.2	-65.3	-9.7	-29.8	-3.3	6.5

This part in full, previewed entries included:
smiles	CAL PDZ FP-1	dFosB activator	SR-BI DiI inh	Rtt109 HAT inh	CAL PDZ FP-2	SR-BI uptake up	PvdQ inh	PfHsp90 yeast 2	NSD2 HMT inh	MITF act
COC(=O)/C(C#N)=C(/Nc1ccc(F)c(Cl)c1)C(F)(F)F	0.4	3.9	-4.6	-5.0	1.2	4.6	-7.0	5.1	-3.5	x
O=C(O)c1ccn2c(C(=O)c3ccccc3)c(-c3ccccc3)cc2c1	-1.0	-4.2	65.3	-0.8	1.2	-65.3	-9.7	-29.8	-3.3	6.5
CCOc1ccc(CN(C)C(=O)CNC(=O)C2CCCCC2)cc1	10.2	-5.3	-7.0	21.4	-1.9	7.0	9.7	6.8	0.6	2.0
CCN(CC(=O)Nc1ccc2c(c1)OCCO2)C(=O)c1cc(=O)[nH]c2ccccc12	-1.9	-5.8	3.9	-4.0	-2.3	-3.9	-15.5	-13.6	-2.5	5.9
O=C(CN1CCN(c2ccccn2)CC1)N(c1ccccc1)c1ccc2ccccc2c1	-5.6	-7.2	13.5	-11.7	0.0	-13.5	-17.4	-4.0	x	-4.3
COc1ccc(C(=O)NCCN2CCOCC2)c(OC)c1	3.6	-7.9	10.6	0.2	0.3	-10.6	0.0	26.6	-2.7	-6.6
Cc1cc(=O)oc(C)c1C(=O)NCC(C)NC(=O)c1c(C)cc(=O)oc1C (stereo unspecified)	-3.9	-5.0	-5.0	-1.0	-0.7	5.0	-12.6	-8.8	0.4	7.5
CC1(C)C2CC=C(/C=N/NC(=O)C3CC3)C1C2 (stereo unspecified)	-5.0	-9.7	-8.1	-4.2	-0.4	8.1	-8.3	18.1	-0.8	-10.8
O=C(NCc1ccncc1)C(=O)NCC(c1ccco1)N1CCN(c2ccccc2)CC1 (stereo unspecified)	-2.3	-14.7	x	-1.6	-2.8	x	-9.8	-21.4	-0.2	-4.5
CC(NS(C)(=O)=O)C(c1cccs1)N1CCN(c2ccccc2)CC1 (stereo unspecified)	0.8	4.6	-5.8	-20.2	-2.6	5.8	-1.1	-1.6	-1.4	6.1
CCOC(=O)NC(=S)Nc1cccc(NC(=S)NC(=O)OCC)c1	5.0	-2.3	-1.2	-6.1	0.6	1.2	-4.7	-24.3	-3.8	2.9
COc1cc(S(=O)(=O)N(Cc2ccccn2)Cc2ccco2)ccc1-n1cnnn1	-4.2	1.6	12.4	5.5	-1.0	-12.4	-13.6	11.2	x	-5.6
Cc1ccc(-n2cccn2)c([C@@H]2C[C@H]3CN(C)C(=O)[C@]34CCCN24)c1	-0.1	-6.5	-15.3	-8.5	-1.5	15.3	-10.6	11.9	21.7	-0.3
COc1ccc(Cl)cc1C(=O)NN=C1CCCC1	-4.8	-3.9	-2.3	-8.3	-0.4	2.3	4.2	11.3	-1.4	5.8
Cc1ccc(S(=O)(=O)Nc2ccc3c(c2)nc(CCN2CCCC2)n3C)cc1	-3.3	9.3	7.7	8.5	-2.1	-7.7	-1.8	14.6	-0.4	-15.6
O=[N+]([O-])c1ccc(N2CCN(C(=S)Nc3cccc(F)c3)CC2)cc1	-1.6	-8.4	16.0	-0.8	-1.8	-16.0	-4.5	-8.2	0.9	6.9
Cc1cc(C(=O)CN2C(=O)C3CC=CCC3C2=O)c(C)n1-c1ccccc1 (stereo unspecified)	-1.4	2.5	x	-9.4	0.4	x	-5.4	-38.6	3.5	x
Cc1ccc(Cn2c(SCC(=O)NCC3CCCO3)nc3c2c(=O)n(C)c(=O)n3C)cc1 (stereo unspecified)	-2.1	-3.4	-5.5	14.2	0.6	5.5	7.3	-20.5	50.6*	-6.7
Cc1nn(Cc2ccc(Cl)cc2)c(C)c1N	-4.7	-0.1	-16.1	4.4	-0.6	16.1	7.3	8.6	x	13.6
Cc1ccccc1CC(=O)NC1CCN(C)CC1	-2.5	-2.4	-7.9	3.1	-0.2	7.9	-4.0	5.9	1.6	-8.9
O=C(NNC(=O)c1cccs1)c1ccc(Cl)c(S(=O)(=O)N2CCCC2)c1	-2.2	-3.1	11.0	-3.4	-2.1	-11.0	-16.3	-4.3	-2.9	-3.7
CCCC(CCC)C(=O)Nc1c[nH]c(=O)[nH]c1=O	-1.8	0.2	-4.4	x	-2.0	4.4	-9.2	x	-0.1	x
CCS(=O)(=O)N1CCC(C(=O)NCc2cc(OC)ccc2OC)CC1	-3.7	-4.8	6.8	x	-2.1	-6.9	-9.9	20.2	1.4	-3.2
CCNC(=O)/C(=C\c1ccc2c(c1)OCO2)NC(=O)c1ccc(Br)cc1	x	4.5	-2.4	2.0	0.1	2.4	-6.8	16.0	-3.0	9.8
COc1cccc(-n2c(CCn3nc(C)c([N+](=O)[O-])c3C)n[nH]c2=S)c1	15.7	-1.9	10.2	3.3	-0.2	-10.2	1.9	11.8	-0.7	-3.9
CCN1C(=O)[C@H]2[C@@H](c3ccc(-c4ccc5c(c4)OCO5)c(OC)c3)N[C@@](C)(C(=O)OC)[C@H]2C1=O	0.1	-8.6	9.4	8.4	-1.0	-9.4	-1.5	-7.7	x	-2.5
Cc1cccc(CN2CCC(CNC(=O)CCNC(=O)Cn3ccc4ccccc4c3=O)CC2)c1	3.7	-2.1	-25.5	2.6	-0.9	25.5	-0.8	x	0.4	x
O=C(CC1SC(N2CCCCC2)=NC1=O)Nc1cccc(C(=O)N2CCCC(C(F)(F)F)C2)c1 (stereo unspecified)	-1.2	-12.4	16.8	1.5	-0.8	-16.8	-15.5	x	-0.2	-3.7
C=CCc1c(C)nc2c(OC)cccc2c1Cl	-3.5	-14.4	-6.5	-0.2	0.1	6.5	-13.7	29.2	x	10.2
Cn1cnc(C(=O)NC2CCN(C(=O)OC(C)(C)C)CC2)c1C(=O)NC1CCN(C(=O)OC(C)(C)C)CC1	-2.5	0.2	-17.1	-9.2	-0.5	17.1	-13.1	x	x	12.2
N#Cc1ccc(COC(=O)c2cc(=O)c3ccccc3o2)cc1	-3.5	-8.2	-1.7	0.1	-2.0	1.7	15.2	-4.1	-1.5	-11.2
CCCC(=O)Nc1cccc(Oc2ccc3c(c2)C(=O)NC3=O)c1	-2.2	1.9	-24.1	-0.4	-2.1	24.1	-14.1	-1.3	-1.2	5.4
CCOc1ccc(CNc2nc3ccccc3n2C)cc1	x	-4.5	-18.7	5.2	0.3	18.7	28.4	26.0	9.5	33.4
CC(C)N(C(=O)Cn1cc(S(=O)(=O)CC(=O)NC2CCCCC2)c2ccccc21)C(C)C	-1.4	-6.5	37.4	8.1	-0.1	-37.4	0.6	12.1	0.6	14.5
CCC1CCC/C1=N\NC(=O)c1ccoc1C (stereo unspecified)	-9.9	1.5	-19.1	-19.7	-0.8	x	-11.2	-2.2	0.1	17.3
COc1ccc(-c2n[nH]c(=S)n2Cc2ccccc2)cc1	0.4	-6.9	11.0	2.4	x	-11.0	5.7	-1.3	0.0	3.9
O=C(OCc1ccc(Cl)cc1)c1cnccn1	0.2	-1.9	-22.9	-6.9	-0.8	22.9	-2.3	-0.4	-2.7	-7.1
COc1ccc(/C=N/N2CCN(c3ccccc3)CC2)cc1Br	-2.9	-0.8	50.6	-5.0	0.3	-50.6	-11.3	-13.4	-0.4	x
CCCc1nc2ccccc2c(=O)n1/N=C/c1ccc(O)cc1O	-3.1	-4.0	18.6	-2.1	-1.9	-18.6	-9.9	-7.9	0.4	-10.8
COc1ccc(C(=O)Nn2c(SCC(=O)NCc3ccccc3)nc3ccccc3c2=O)cc1	-0.5	12.2	-12.8	-4.4	0.5	12.8	-1.0	-104.4	-2.1	x
CCS(=O)(=O)N1Cc2ccccc2CC1C(=O)OCC(=O)Nc1ccc(C)cc1 (stereo unspecified)	-3.4	-9.2	-22.6	-0.3	-0.1	22.6	-10.6	56.8	3.1	-8.0
COc1cc(/C=C2/NC(=O)N(Cc3ccccc3F)C2=O)ccc1Oc1ccc([N+](=O)[O-])cn1	-6.8	-0.7	41.9	-0.5	-0.8	-41.9	-5.5	-13.2	-0.3	-14.3
CCN1C(=O)N[C@@H](CCc2ccccc2)[C@@H](C(=O)OC)[C@H]1C	0.8	2.5	-5.2	-5.5	-0.8	5.2	-7.0	x	x	-2.5
CN(Cc1ccc(-n2cccn2)cc1)C(=O)c1cnn2c1NC(c1ccco1)CC2C(F)(F)F (stereo unspecified)	0.2	-16.5	-6.5	0.8	-2.8	6.5	0.1	30.1	0.8	-18.4
O=C(/C=C/c1ccco1)NC(=S)Nc1nc(-c2ccc3ccccc3c2)cs1	2.1	-3.4	41.1	3.0	-0.3	-41.1	-3.1	-4.3	0.5	1.8
Cc1cc(NC(=O)CSc2nnc(-c3ccco3)n2CC2CCCO2)no1 (stereo unspecified)	x	-0.4	4.7	-7.4	-1.6	-4.7	-1.5	x	-3.3	-2.9
O=C(CNC(=O)N1CC(=O)Nc2ccccc21)Nc1nccs1	0.6	-3.7	6.3	-15.0	-0.5	-6.3	-4.5	27.0	-5.9	-14.3
COc1cccc(OC)c1C(=O)NCCN1CCN(C(=O)c2c(OC)cccc2OC)CC1	5.9	3.0	-9.4	3.2	0.0	9.4	-9.3	23.8	-0.6	0.9
CC(=O)c1ccc(Nc2cc(C)nc3c(C)cccc23)cc1	-4.6	-13.9	x	-4.6	-4.0	x	-5.0	-29.3	-1.7	10.8
CCCn1c(=O)c2[nH]c(-c3ccc(OCC(=O)Nc4ccc(C#N)cc4)cc3)nc2n(CCC)c1=O	0.6	1.5	-19.8	-2.9	-1.1	19.8	2.4	2.3	x	-5.9
O=C(Nc1ccc(O)cc1)c1ccc2c(c1)C(=O)N(Cc1ccccc1)C2=O	-1.6	4.9	-17.0	-0.7	-2.9	17.0	-6.1	3.8	0.5	-15.4
COc1ccc(C(CNC(=O)c2cccnc2SC)N2CCOCC2)cc1 (stereo unspecified)	-3.6	8.9	-8.6	-7.3	0.9	8.6	-31.4	-2.9	-7.6	0.8
CCCCN(C(=O)c1ccc(Cl)c(S(=O)(=O)N2CCOCC2)c1)c1c(N)n(CCC)c(=O)[nH]c1=O	-3.5	-2.1	x	-1.4	-2.2	x	-2.1	3.0	2.1	-13.6
Cc1cc(C(=O)NCCc2ccc(Cl)cc2)n(-c2ccccc2)n1	3.3	-3.4	6.3	-1.1	-1.4	-6.3	-9.6	10.5	-10.1	18.7

Assay outcomes deposited in PubChem BioAssay by Broad Institute.

Outcome played no part in choosing rows; overall some 4.3% were active at least once.
